# DT40 TDP1 no CPT = qHTS for Inhibitors of human tyrosyl-DNA phosphodiesterase 1 (TDP1): qHTS in cells in absence of CPT; AID 686978, 2013; Potency, µM (series often up to 46.2 µM), for inactives: at the top dose activity change, negative = growth inhibition, most hits filed as inhibitors; 15% of 420,000 active; DT40 Tdp1-/- hTDP1 cells, no CPT, ATP luminescence, 48 h; also: nearly all actives have a fitted effect of over 55% in size
#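 Camptothecin absent (DMSO only). Human TDP1-complemented DT40 knockout cells, 400 cells/well, 37 °C for minimum 48 hr; ATP measured via CellTiter-Glo, 30 min dark incubation, luminescence.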
# DT40 TDP1 CPT = growth inhibition of DT40 Tdp1-/-;hTDP1 cells with camptothecin (screen for TDP1 inhibitors); chicken DT40 Tdp1-/-;hTDP1 cells + 20 nM CPT, ATP luminescence, 48 h; Potency, µM (titrated, usually from 46.2 µM), for inactives: at the top dose activity change, negative = growth inhibition, hits mostly inhibitors; 12% of 420,000 active; AID 686979; also: nearly all actives have a fitted effect of over 55% in size
#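 Chicken DT40 Tdp1-/- cells complemented with human TDP1, 400 cells/well, exposed to compounds plus 20 nM camptothecin for at least 48 h at 37 C; viability read as ATP content by CellTiter-Glo luminescence.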
# TDP1 block = blocks human tyrosyl-DNA phosphodiesterase 1; AID 485290; recombinant TDP1, AlphaScreen DNA substrate cleavage; 0.28% of 350,000 active; Q9NUW8; Potency, µM (highest dose often 130 µM), inactives show at the highest dose activity change, negative = inhibition, hits mostly inhibitors; also: nearly all actives have a fitted effect of over 40% in size
# Target sequence (Q9NUW8 whole entry, looked up): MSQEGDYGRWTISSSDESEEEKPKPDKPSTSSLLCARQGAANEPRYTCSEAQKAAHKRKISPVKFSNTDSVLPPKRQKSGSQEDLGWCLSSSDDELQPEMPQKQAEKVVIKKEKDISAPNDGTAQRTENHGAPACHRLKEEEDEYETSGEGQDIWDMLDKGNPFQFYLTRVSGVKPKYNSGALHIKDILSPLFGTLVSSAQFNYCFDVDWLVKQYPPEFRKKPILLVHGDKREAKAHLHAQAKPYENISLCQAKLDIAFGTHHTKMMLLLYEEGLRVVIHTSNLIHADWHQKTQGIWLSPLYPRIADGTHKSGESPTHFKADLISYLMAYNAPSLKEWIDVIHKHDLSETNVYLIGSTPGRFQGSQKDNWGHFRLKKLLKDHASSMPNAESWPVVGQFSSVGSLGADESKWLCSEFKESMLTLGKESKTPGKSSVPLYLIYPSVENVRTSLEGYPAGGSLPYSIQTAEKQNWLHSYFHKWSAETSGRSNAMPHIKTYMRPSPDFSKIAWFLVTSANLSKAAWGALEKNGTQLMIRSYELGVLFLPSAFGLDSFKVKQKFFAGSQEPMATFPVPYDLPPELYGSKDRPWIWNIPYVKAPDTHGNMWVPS
#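 Tdp1 1 nM final; 15 min RT w/ cpd; substrate 15 nM, 5 min; beads 10 ug/ml, 10 min; AlphaScreen read. Neg ctrl: no enzyme.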
# The depositor's hits bear a star; ? = inconclusive; . = not tested or not shown; [ ] = another dose, or the depositor's remark. Calls follow the shape of the dose curve; as a rule, active = well fitted curve in the direction sought with a large enough effect; inconclusive = small, poorly fitted or top-dose-only effect, or another doubt; inactive = no such curve, though single readings can be large; an effect the other way counts as inactive or inconclusive. % is scaled to controls: 0 for no effect and ±100 for the full control effect; potency is read from the fitted curve at half-maximal effect.
# Every second line gives: DT40 TDP1 no CPT	DT40 TDP1 CPT	TDP1 block
[1] O=C(O)C1C2C=CC(C2)C1C(=O)N1CCN(CCO)CC1 (stereo not given)
→ 2%	3%	3%
[2] CN(C(=O)c1cccc(NC(=O)Cc2cccc(NC(=O)C3CCN(C(=O)c4ccccc4)CC3)c2)c1)C1CCCC1
→ ?	?	.
[3] Cc1nc2[nH]c(=S)[nH]c2cc1Br
→ -2%	-1%	3%
[4] NC(=O)CC(NC(=O)Cc1cccc2ccccc12)c1ccc(N2CCN(c3ccccn3)CC2)c([N+](=O)[O-])c1 (stereo not given)
→ -27%	?	.
[5] Cc1cccc(N2CCN(C(=O)c3cccc(N4C(=O)C5CC=CC(C)C5C4=O)c3)CC2)c1C (stereo not given)
→ 23µM*	?	0%
[6] c1ccc(CNCc2ccc(CNCc3ccccc3)cc2)cc1
→ 10µM*	?	.
[7] CC(C)C(=O)Nc1c(-c2ccccc2F)c(=O)c2ccccc2n1C
→ 9%	3%	.
[8] CN(C)c1ccc(-c2nnn(Cc3ccccc3Br)n2)cc1
→ ?	-21%	11%
[9] Cc1csc(SCC(=O)NC2CCS(=O)(=O)C2)n1 (stereo not given)
→ ?	13%	0%
[10] CC1CCN(c2oc(-c3cccc4ccccc34)nc2C#N)CC1
→ -19%	-20%	2%
[11] CCN(CC)C(=O)c1nc[nH]c1C(=O)N(CC)CC
→ 13%	13%	0%
[12] O=C(Nn1c(O)c(C=C2N=c3ccccc3=N2)sc1=S)c1ccccc1
→ -6%	-1%	6%
[13] O=C1NC2(CCCCC2)OC12CCCCC2
→ -4%	10%	.
[14] Cc1nn(C)cc1/C=C/C(=O)c1ccccc1
→ -23%	-26%	7%
[15] COc1ccccc1C(=O)OCCc1ccccc1
→ -7%	1%	.

# Further compounds follow.
# Every second line gives: DT40 TDP1 no CPT	DT40 TDP1 CPT	TDP1 block
[16] Cc1nc2c([nH]c3ccc(Br)cc32)s1
→ -15%	-23%	1%
[17] Cc1ccc(CC2(OCCN(C)C)CCC(C(C)(C)C)CC2)cc1 (stereo not given)
→ 15µM*	18µM*	.
[18] COC(=O)COc1cccc(NC(=O)COc2ccccc2)c1
→ -2%	-22%	3%
[19] O=c1[nH]c(C2CCN(S(=O)(=O)Cc3ccccc3)CC2)nc2c1nnn2Cc1ccccc1Cl
→ ?	?	9%
[20] COC(=O)CSc1nc(N2CCOCC2)c2c(c1C#N)CC(C)(C)N(C)C2
→ -4%	-10%	11%
[21] COc1cc(C(=O)OCCNC(=O)c2cccnc2)cc(OC)c1OC
→ -2%	-12%	1%
[22] COc1cc(S(=O)(=O)N2CCN=C2c2ccccc2)ccc1F
→ 23µM*	?	5%
[23] CC1CCCC(C)N1C(=O)c1ccccc1Nc1ccc(SC(F)F)cc1 (stereo not given)
→ 21µM*	23µM*	3%
[24] Nc1nc(-c2ccc(Cl)cc2)c(N=Nc2ccc(S(=O)(=O)N3CCOCC3)cc2)s1
→ -114%	?	5%
[25] Cc1nc(C)c(C(=O)NNS(=O)(=O)c2ccc3ccccc3c2)s1
→ 23µM*	?	-2%
[26] O=C1OC(N2C(=O)CC[C@H]2C(=O)Nc2ccc(Br)cc2F)c2ccccc21 (stereo not given in full)
→ 2%	0%	.
[27] COc1ccc(NC(=O)CCCSc2nc(-c3ccco3)cc(C(F)(F)F)n2)cc1
→ ?	-17%	-2%
[28] CCn1c2ccccc2c2nnc(SC3CCOC3=O)nc21 (stereo not given)
→ -10%	-17%	.
[29] S=C1NCCN1CC1CCN(CCC23CC4CC(CC(C4)C2)C3)CC1
→ ?	?	.
[30] CC(C)c1ccc(S(=O)(=O)NC2CCCC2)cc1
→ -10%	?	0%

# Profiles as entered above. Values in the order: DT40 TDP1 no CPT	DT40 TDP1 CPT	TDP1 block
# Cc1ccc(CC2(OCCN(C)C)CCC(C(C)(C)C)CC2)cc1 (stereo not given) is listed with 15µM*	18µM*	.
# COc1ccc(NC(=O)CCCSc2nc(-c3ccco3)cc(C(F)(F)F)n2)cc1 is listed with ?	-17%	-2%
# Cc1nc2c([nH]c3ccc(Br)cc32)s1 is listed with -15%	-23%	1%

# Entries above with bromine:
# Every second line gives: DT40 TDP1 no CPT	DT40 TDP1 CPT	TDP1 block
[3] Cc1nc2[nH]c(=S)[nH]c2cc1Br
→ -2%	-1%	3%
[8] CN(C)c1ccc(-c2nnn(Cc3ccccc3Br)n2)cc1
→ ?	-21%	11%
[16] Cc1nc2c([nH]c3ccc(Br)cc32)s1
→ -15%	-23%	1%
[26] O=C1OC(N2C(=O)CC[C@H]2C(=O)Nc2ccc(Br)cc2F)c2ccccc21 (stereo not given in full)
→ 2%	0%	.

# Going on with the list.
# Every second line gives: DT40 TDP1 no CPT	DT40 TDP1 CPT	TDP1 block
[31] O=C(CS(=O)(=O)c1ccccc1)Nc1ccc(S(=O)(=O)Nc2ncccn2)cc1
→ 0%	1%	-5%
[32] COc1ccc(NS(=O)(=O)c2ccc(C(=O)N3CCCCCC3)cc2)cc1
→ 8.2µM*	10µM*	0%
[33] CCC(C)N=CC1=C(O)CC(c2ccccc2)CC1=O (stereo not given)
→ -1%	-1%	0%
[34] C/C(=N/NS(=O)(=O)c1cc(C)ccc1C)c1ccncc1
→ 2%	5%	7%
[35] CCN(CC(=O)Nc1c(F)cccc1F)C(=O)c1ccc(C)c(S(=O)(=O)N2CCCCC2)c1
→ -23%	-26%	-6%
[36] COc1ccc(N=C2SC(C(=O)N3CCN(c4ccc([N+](=O)[O-])cc4)CC3)CC(=O)N2C)cc1 (stereo not given)
→ ?	?	2%
[37] COc1ccccc1CNC(=O)C1CCN(c2nnc(C)c3c(C)n(-c4ccccc4)nc23)CC1
→ -22%	16%	5%
[38] COc1ccc(N(C(=O)c2ccco2)C(C(=O)NC2CCCC2)c2ccncc2)cc1OC (stereo not given)
→ 5%	11%	.
[39] CC(C)Cn1c(=O)c2sccc2n2c(CCCC(=O)NCCc3ccc(Cl)cc3)nnc12
→ ?	?	3%
[40] CCCCNc1nc2c(S(=O)(=O)c3ccc(Cl)cc3)nnn2c2ccsc12
→ ?	0%	0%
[41] CC(NC(=O)Cc1cccs1)c1ccncc1 (stereo not given)
→ -3%	0%	7%
[42] O=C(Cn1c(=O)n(Cc2ccco2)c(=O)c2c3c(sc21)CCCC3)Nc1ccccc1
→ ?	?	2%
[43] CCn1cc(Br)c(C(=O)Nc2ccccc2C(=O)OC)n1
→ ?	0%	0%
[44] COC(=O)c1ccccc1NC(=O)C1CC(=O)N(c2ccc(C)cc2)C1 (stereo not given)
→ -18%	-11%	2%
[45] N#C/C(=C\c1ccc(N2CCOCC2)cc1)c1ccccc1
→ 15µM*	21µM*	8%

# Given with bars between the fields: part of the list above
No. | Molecule | DT40 TDP1 no CPT | DT40 TDP1 CPT | TDP1 block
38 | COc1ccc(N(C(=O)c2ccco2)C(C(=O)NC2CCCC2)c2ccncc2)cc1OC (stereo not given) | 5% | 11% | .
32 | COc1ccc(NS(=O)(=O)c2ccc(C(=O)N3CCCCCC3)cc2)cc1 | 8.2µM* | 10µM* | 0%
27 | COc1ccc(NC(=O)CCCSc2nc(-c3ccco3)cc(C(F)(F)F)n2)cc1 | ? | -17% | -2%
4 | NC(=O)CC(NC(=O)Cc1cccc2ccccc12)c1ccc(N2CCN(c3ccccn3)CC2)c([N+](=O)[O-])c1 (stereo not given) | -27% | ? | .
44 | COC(=O)c1ccccc1NC(=O)C1CC(=O)N(c2ccc(C)cc2)C1 (stereo not given) | -18% | -11% | 2%

# Two consecutive records already listed, quoted:
# Every second line gives: DT40 TDP1 no CPT	DT40 TDP1 CPT	TDP1 block
[41] CC(NC(=O)Cc1cccs1)c1ccncc1 (stereo not given)
→ -3%	0%	7%
[42] O=C(Cn1c(=O)n(Cc2ccco2)c(=O)c2c3c(sc21)CCCC3)Nc1ccccc1
→ ?	?	2%

# New compounds follow.
# Every second line gives: DT40 TDP1 no CPT	DT40 TDP1 CPT	TDP1 block
[46] CCOC(=O)[C@@H]1[C@H]2COc3ccc(Br)cc3[C@H]2N2C(=O)N(c3ccc(Cl)cc3)C(=O)[C@@]12C
→ ?	?	.
[47] COc1ccc(CN(C(C)=O)c2cccc(C)c2C)cc1
→ ?	?	2%
[48] C/C(CC(=O)Nc1ccc(C)c(Cl)c1)=N\NC(=O)c1cccc(O)c1
→ -10%	?	2%
[49] Cc1nc2ccccc2c(=O)n1Cc1ccco1
→ -18%	-5%	-1%
[50] O=C1COc2ccccc2N1Cc1ccc(Cl)cc1
→ ?	-8%	0%
[51] CCn1cc(C(=O)N2CCN(c3cccc(C)c3C)CC2)c(=O)c2ccc(C)nc21
→ ?	?	-1%
[52] COC(=O)C1=CN(Cc2ccc(OC)c(OC)c2)C=C(C(=O)OC)C1c1cccs1
→ ?	-2%	-1%
[53] OC1(c2cccc(C(F)(F)F)c2)CCN(CCN2CCCCC2)CC1
→ ?	-23%	.
[54] O=C(CSc1nnc(CNC(=O)c2ccccc2F)o1)NCc1ccco1
→ 19%	2%	-2%
[55] O=C(OCC1CC(c2ccccc2)=NO1)c1ccco1 (stereo not given)
→ 5%	6%	.
[56] C#CCOc1ccccc1/C=C1/C(=O)ON=C1C
→ 15µM*	?	.
[57] COc1ccc(C(=O)Oc2cc(OC)cc(OC)c2C(C)=O)cc1
→ -13%	-11%	9%[21 µM]
[58] Cc1ccc(NC(=O)CS(=O)(=O)c2cn(CC(=O)N3CCOCC3)c3ccccc23)cc1
→ -15%	11%	0%
[59] Cc1ccc(NC(=O)c2c(C)nc3sc(C(=O)Nc4ccc(F)cc4)c(N)c3c2-c2ccc(C)o2)c(C)c1
→ 18µM*	?	-4%[12.3 µM]
[60] O=C(NCCc1c[nH]c2ccccc12)C(=O)c1c[nH]c2ccccc12
→ 15µM*	?	9%

# The list continues.
# Every second line gives: DT40 TDP1 no CPT	DT40 TDP1 CPT	TDP1 block
[61] CCCCOC(=O)c1ccc(NC(=O)c2cc(-c3cccs3)on2)cc1
→ ?	-29%	-2%
[62] O=S(=O)(Nc1ccc(-c2ccc(N3CCCC3)nn2)cc1)c1ccccc1Cl
→ -24%	?	4%
[63] Cc1ccc(-n2c(=O)cc(N3CCc4ccccc4C3)[nH]c2=O)cc1
→ ?	1%	2%
[64] CC(C)CN1CCc2nc(Nc3ccc(F)cc3F)ncc2C1
→ ?	-3%	4%
[65] COc1ccc(OC)c(/C=C/C(=O)Nc2ccc(OC)nc2)c1
→ -4%	-11%	2%
[66] COc1ccc(/C=C/C(=O)OCC(=O)NC2CC2)c(OC)c1
→ 2%	?	1%
[67] CCCOc1ccc(C2Nc3cccc4cccc(c34)N2)cc1
→ 6.5µM*	21µM*	.
[68] Cc1ccc(C)c(NS(=O)(=O)c2cc(C(=O)NCc3ccncc3)ccc2C)c1
→ ?	-29%	6%[56.1 µM]
[69] CC(C)C(NC(=O)c1cccs1)C(=O)NC1=NCCS1 (stereo not given)
→ 1%	-19%	9%
[70] Cc1cc(=O)oc2cc(OCC(=O)NC3CCN(Cc4ccccc4)CC3)ccc12
→ 34%[activator]	24%	1%
[71] Cc1cccc(-c2nc3nc(C)cc(N4CCN(c5ccccc5)CC4)n3n2)c1
→ -6%	-4%	9%
[72] COc1ccc(C2C(=O)c3ccccc3C2=O)c(OC)c1
→ -7%	-7%	1%
[73] O=C(CSc1nnc2ccccn12)Nc1nsc(-c2ccccc2)n1
→ ?	-16%	3%
[74] O=C(COc1ccc(Br)cc1)NC1CC1
→ -8%	-23%	3%
[75] CCOc1ccc(N(CC(=O)Nc2nccs2)S(=O)(=O)c2c(C)[nH]c(=O)[nH]c2=O)cc1
→ 0%	-1%	4%

# Next results.
# Every second line gives: DT40 TDP1 no CPT	DT40 TDP1 CPT	TDP1 block
[76] CCOc1ccc(Br)cc1S(=O)(=O)Nc1cccc(-c2ccc(OC)nn2)c1
→ -71%	-82%	1%
[77] Cc1ccc(S(=O)(=O)Nc2nc3c(s2)C(=O)CC(C)(C)C3)cc1
→ -16%	5%	1%
[78] C=Cc1ccc(Cn2ccn(-c3ccc(F)c(F)c3)c(=O)c2=O)cc1
→ 3%	1%	3%
[79] O=C(Nc1nc2ccccc2s1)C1CCCO1 (stereo not given)
→ -7%	-11%	2%
[80] COC(=O)c1cn(-c2ccccc2)nc1-c1ccc(OC)c(OC)c1
→ ?	-2%	.
[81] CCCCc1cc(=O)oc2cc(C)cc(OCC(=O)O)c12
→ -5%	-15%	4%
[82] Cc1nn(-c2ccccc2)c(Cl)c1/C=C(\CC(=O)O)c1nc2ccccc2s1
→ -18%	-19%	5%
[83] NC(N)=NS(=O)(=O)c1ccc(NC(=S)NC(=O)c2sc3ccccc3c2Cl)cc1
→ -114%	2%	0%
[84] Cc1ccc(Cl)cc1NC(=O)C(C)n1nnc2sc3c(c2c1=O)CCCC3 (stereo not given)
→ 16µM*	26µM*	0%

# Bioassay records deposited in PubChem by National Center for Advancing Translational Sciences (NCATS).
